TNAP act hiacc – TNAP activators at high phosphate acceptor level, primary screen, biochemical, luminescence, uHTS. activation factor at 20 µM. 200,000 tested, under 10 active. purified TNAP, CDP-star luminescence, 1 M DEA, 30 min; active compounds read high; 0 = EDTA background, 1 = DMSO-only activity;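 active = activation factor at least 2 at 20 µM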
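Test system – human TNAP · Doses – 20 µM single point · Incubation – 30 min, room temperature · Signal – luminescent substrate turnover signal · Read-out basis – activation factor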
Diaph inh CS – diaphorase inhibitors and chemical oxidizers, primary screen, counter-screen for diaphorase-coupled primary assays, biochemical, uHTS, resorufin fluorescence. diaphorase resazurin-to-resorufin fluorescence, NADH, 16 min; bacterial (C. kluyveri) enzyme, not human. inhibition, % at 20 µM. 0.69% of 190,000 active;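 active = primary screen inhibition at 20 µM above a set limit, cut at about 50% in these data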;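 note: plate controls were DMSO with full reaction for no effect and wells lacking NADH for full effect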
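Assay system: diaphorase enzyme from Clostridium kluyveri. Quantity: enzyme working solution with 0.14 U/mL diaphorase. Schedule: reaction incubation of 16 min at room temperature. Technique: resorufin fluorescence, excitation 544 nm, emission 590 nm. Controls: No-NADH positive control and DMSO neutral control.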
FLuc stim CS – FLuc activators, initial screening, artefact control for FLuc-dependent activation tests, biochemical, ATPlite luminescence; Luciferin 4-monooxygenase (Photinus pyralis), P08659; ATPlite luciferase biochemical, 10 min; 0 = ATP-free wells, 1 = DMSO control; activation factor at 10 µM; 200,000 tested, under 10 active; AID 1027, 2008;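 active = luciferase activation factor, scaled between plate controls, of at least 2 with compound at 10 µM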
Target sequence (P08659 whole entry, looked up): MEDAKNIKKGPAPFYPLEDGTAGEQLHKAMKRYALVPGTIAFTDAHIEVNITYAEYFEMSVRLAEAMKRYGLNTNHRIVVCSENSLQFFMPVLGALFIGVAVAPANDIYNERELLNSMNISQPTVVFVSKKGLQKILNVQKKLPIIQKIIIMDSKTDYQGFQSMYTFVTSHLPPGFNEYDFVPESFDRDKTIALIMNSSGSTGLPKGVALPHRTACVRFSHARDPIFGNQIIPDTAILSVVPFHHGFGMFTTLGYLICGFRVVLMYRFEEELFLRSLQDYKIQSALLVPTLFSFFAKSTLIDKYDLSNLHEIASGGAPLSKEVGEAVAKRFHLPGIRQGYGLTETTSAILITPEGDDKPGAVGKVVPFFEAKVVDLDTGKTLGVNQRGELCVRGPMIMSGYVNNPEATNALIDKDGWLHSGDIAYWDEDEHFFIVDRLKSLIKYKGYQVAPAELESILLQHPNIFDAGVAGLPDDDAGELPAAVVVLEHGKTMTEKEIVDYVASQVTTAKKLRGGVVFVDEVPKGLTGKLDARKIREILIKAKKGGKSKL
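Assay system – cell-free luciferase reagent · Medium – PBS-based ATP solution · Dosing – test compounds dosed from 2 mM stocks in 100% DMSO · Timing – 10 min, room temperature · Technique – light output (luminescence) · Measure – luminescence gain marking luciferase activators · Controls – No-ATP low control, compound-free enzyme-plus-ATP high control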
G6PDH counter – L. mesenteroides G6PDH inhibitors, counter-screen for G6PDH-coupled screening assays, biochemical, Leuconostoc mesenteroides enzyme | Purified L. mesenteroides G6PDH, diaphorase/resazurin coupled fluorescence, 45 min | glucose-6-phosphate dehydrogenase [Leuconostoc mesenteroides] | inhibition, % at 5 µM | 0.12% of 200,000 active; in the data active = inhibition above about 50%
TNAP inh hiacc – human TNAP enzyme inhibitors, primary screen, biochemical, luminescent, high phosphate acceptor level, uHTS. inhibition, % at 20 µM. purified TNAP, CDP-star luminescence, 1 M DEA. 0.03% of 200,000 active. Alkaline phosphatase, tissue-nonspecific isozyme (Homo sapiens), P05186;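 active = over 50% inhibition of tissue-nonspecific alkaline phosphatase at 20 µM in the single-dose screen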;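 note: plate controls were DMSO wells for no effect and EDTA-quenched wells as full inhibition for full effect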
Efa HMGR inh – inhibitors of E. faecalis class II HMGR, primary screen, biochemical, Enterococcus faecalis; HMG-CoA reductase (Enterococcus faecalis, mvaE); purified E. faecalis HMGR, NADPH absorbance 340 nm kinetic; inhibition, % at 10 µM; 0.41% of 190,000 active;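 active = inhibition above a set limit, the median over all tested compounds plus 3 SD, cut at about 9.5% in these data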;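 note: enzyme runs in reverse so mevalonate oxidation gives rising NADPH absorbance; 0% = complete reaction with DMSO and 100% = background rate lacking mevalonate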
TNAP inh noacc – human TNAP enzyme inhibitors, primary screen, biochemical, luminescent, no phosphate acceptor, uHTS; Alkaline phosphatase, tissue-nonspecific isozyme (Homo sapiens), P05186; purified TNAP, CDP-star luminescence, 30 min; inhibition, % at 20 µM; 0.26% of 200,000 active; AID 1012, 2008;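 active = tissue-nonspecific alkaline phosphatase inhibition above about 50% at 20 µM in the single-dose screen, limit read from the data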;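 note: 0% = DMSO negative control and 100% = EDTA positive control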
PMI act hi M6P – human PMI activators, high substrate, primary screen, biochemical, fluorescence intensity, near-saturating mannose 6-phosphate | coupled PMI enzyme assay, resazurin fluorescence, 20 min; active compounds read high; 1 = untreated enzyme, 0 = substrate-free blank | activation factor at 20 µM | 0.34% of 190,000 active | AID 1216, 2008;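 active = activation factor of 2 or more at 20 µM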
Target sequence (P34949 whole entry, looked up): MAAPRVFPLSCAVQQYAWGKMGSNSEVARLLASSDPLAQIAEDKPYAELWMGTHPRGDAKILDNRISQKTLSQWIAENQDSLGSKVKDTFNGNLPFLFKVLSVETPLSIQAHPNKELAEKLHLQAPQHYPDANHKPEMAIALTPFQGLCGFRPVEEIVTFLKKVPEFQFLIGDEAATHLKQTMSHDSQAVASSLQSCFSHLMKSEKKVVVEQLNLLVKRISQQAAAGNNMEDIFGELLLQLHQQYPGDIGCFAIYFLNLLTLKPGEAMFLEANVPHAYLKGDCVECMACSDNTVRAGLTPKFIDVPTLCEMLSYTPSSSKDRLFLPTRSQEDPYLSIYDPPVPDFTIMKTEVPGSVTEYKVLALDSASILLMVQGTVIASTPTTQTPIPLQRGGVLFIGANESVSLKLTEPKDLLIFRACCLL
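Material: human phosphomannose isomerase with PGI, G6PDH, diaphorase coupling enzymes; amount: PMI at 15 ng/mL final; also added: Mannose-6-phosphate 1.0 mM (near-saturating) plus 0.22 mM NADP+; incubation: enzyme reaction with compound 20 min at room temperature; signal: resorufin fluorescence (Ex 544/Em 590 nm) from resazurin via diaphorase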
PMI act – activators of human PMI, primary screen, biochemical, fluorescence intensity, near-Km mannose 6-phosphate. Mannose-6-phosphate isomerase (Homo sapiens), P34949. purified human PMI, coupled resazurin fluorescence, 20 min; active compounds read high; 1 = vehicle control, 0 substrate-free wells. activation factor at 20 µM. 0.005% of 190,000 active. AID 1214, 2008;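 active = activation factor of 2 or more at 20 µM, relative to plate controls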
Diaph act CS – compounds boosting diaphorase resazurin reduction – biochemical, uHTS, resorufin fluorescence, counter-screen for diaphorase-coupled primary assays, primary screen; Diaphorase/resazurin coupled assay, 16 min; active compounds read high; 1 = vehicle wells, 0 = NADH-free wells; activation factor at 20 µM; 0.005% of 190,000 active;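 active = diaphorase activity raised at least twofold by the compound at 20 µM; inactive = activation factor below 2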
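Material: bacterial diaphorase enzyme (C. kluyveri); amount: enzyme 0.07 U/mL final; reagent: NADH substrate 0.114 mM plus resazurin dye 0.1 mM, final; doses: single compound dose of 20 µM, 1% DMSO final; timing: 16 min enzyme reaction, ambient temperature; measured by: fluorescence of resorufin, 544 nm excitation, 590 nm emission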
* hit, by the source's call. This is a random part of the collection; overall some 1.7% were active at least once.

Every second line gives: TNAP act hiacc, Diaph inh CS, FLuc stim CS, G6PDH counter, TNAP inh hiacc, Efa HMGR inh, TNAP inh noacc, PMI act hi M6P, PMI act, Diaph act CS
C#CCNC(=O)C1=C[C@H](c2csc3ccccc23)C[C@H](OCc2ccc(CO)cc2)O1
 : 1.1, 22, 1, 9, -6, 1, -13, 0.9, 0.9, 0.8
O=C(Nc1c(Cl)cc(Cl)cc1C(=O)NCC1CCCO1)c1ccco1 (configuration not stated)
 : 1.1, 16, 1.1, 2, -8, 3, -5, 0.9, 1, 0.8
CNC(=S)NNC(=O)Cc1ccccc1
 : 1, 24, 1, -5, -2, -1, -10, 0.8, 0.8, 0.8
CN1C(=O)CC(N2CCN(CC(N)=O)CC2)C1=O (configuration not stated)
 : 1, 8, 1.1, 2, -4, -1, -10, 1.1, 1, 0.9
Fc1ccc(NC(=S)N2CCCc3ccccc32)cc1
 : 1, 24, 1, 6, -3, -1, -9, 0.9, 1, 0.8
Cc1ccc2nc(NC(=O)COC(=O)c3ccccn3)sc2c1
 : 1.1, 10, 0.8, 8, -6, -5, -8, 1.1, 1.1, 0.9
CCOC(=O)CSC1=NC(=O)/C(=C/c2ccc(Br)cc2)S1
 : 1, 19, 0.7, 2, -2, -1, -20, 0.9, 0.7, 0.8
CC(=O)c1ccc(NCC(=O)N2CCN(c3ccccc3)CC2)cc1
 : 1, -8, 1.1, -1, -3, 2, -8, 1.8, 1.5, 1.1
CCN1C2=C(C(=O)CCC2)C(c2ccc(O)cc2)C2=C1CCCC2=O
 : 1, 3, 1, -18, -2, -1, -9, 1.1, 1, 1
COc1c(F)c(F)c(C(=O)Nc2ccc(NC(=O)Cc3ccccc3)cc2)c(F)c1F
 : 1, -1, 1.1, 18, -2, -2, -10, 1, 0.9, 1
O=C(CSc1nc2cc(S(=O)(=O)N3CCOCC3)ccc2o1)Nc1c(F)cccc1F
 : 1, 12, 1, 5, 0, -7, -20, 1.3, 0.7, 0.9
CC(/C=N/NC(=O)CN1CCN(Cc2ccc(Cl)cc2)CC1)=C\c1ccco1
 : 1, 8, 1, -4, -3, 0, -2, 0.6, 1, 0.9
Cc1cc(C(C)(C)C)cc(C)c1COC(=O)C1CCC(=O)N1 (configuration not stated)
 : 1.1, 10, 1.1, 3, -8, -6, -1, 1, 1, 0.9
COc1cc(C=Nc2ccccc2C(=O)Nc2ccccc2)cc(OC)c1OC
 : 1, 1, 1.1, -6, -3, -7, -10, 1.1, 1.1, 1
O=C(Nc1nccs1)C1CC2CCC1C2 (configuration not stated)
 : 1.1, -2, 1, 2, -10, 1, 0, 1, 1, 1
CC(=O)N1CCC(N(CCN2CCOCC2)C(=S)Nc2ccc(C)cc2C)CC1
 : 1, -11, 1, 2, -4, -4, -12, 1.1, 1.1, 1.1
COc1ccc2c(c1)C(NC(=O)C(F)(F)F)CC2=O (configuration not stated)
 : 1, 11, 1, -9, -1, -4, -11, 0.9, 0.9, 0.9
COCCNC(=S)Nc1ccc(Cl)c(Cl)c1
 : 1.1, 6, 1.1, 6, -6, 4, -11, 1.1, 1.1, 0.9
CSc1nc(N)c(C#N)c(-c2ccccc2Cl)c1C#N
 : 1, 16, 1.1, -6, -4, 1, -11, 0.9, 0.8, 0.8
CCOc1ccc(OCC)c(NC(=O)C2CCCN(c3ncccn3)C2)c1 (configuration not stated)
 : 1, 8, 1, -6, 4, 1, -3, 0.9, 0.9, 0.9

The list goes on, starting with the last three of the part before.
Every second line gives: TNAP act hiacc, Diaph inh CS, FLuc stim CS, G6PDH counter, TNAP inh hiacc, Efa HMGR inh, TNAP inh noacc, PMI act hi M6P, PMI act, Diaph act CS
COCCNC(=S)Nc1ccc(Cl)c(Cl)c1
 : 1.1, 6, 1.1, 6, -6, 4, -11, 1.1, 1.1, 0.9
CSc1nc(N)c(C#N)c(-c2ccccc2Cl)c1C#N
 : 1, 16, 1.1, -6, -4, 1, -11, 0.9, 0.8, 0.8
CCOc1ccc(OCC)c(NC(=O)C2CCCN(c3ncccn3)C2)c1 (configuration not stated)
 : 1, 8, 1, -6, 4, 1, -3, 0.9, 0.9, 0.9
Cc1cc(CN2CCOCC2)c(O)c(C2(C)CCCCC2)c1
 : 1, 11, 1, 3, 0, -2, -4, 1, 0.9, 0.9
O=C(NC1CCCCC1)C(c1ccc(F)cc1)N(Cc1ccc2c(c1)OCO2)C(=O)c1cnsn1 (configuration not stated)
 : 1, 20, 1, 9, -4, -1, -9, 0.9, 0.8, 0.8
c1ccc(OCCOc2ccccc2-c2nnco2)cc1
 : 1, 8, 1, 6, -3, -1, -4, 1, 1, 0.9
COc1ccccc1N(C(=O)Cn1nnc2ccccc21)C(C(=O)NCc1ccco1)c1ccc(C)o1 (configuration not stated)
 : 1, 22, 1, 9, -3, -5, -5, 0.9, 1, 0.8
CCC1=[N+](C)c2cccc3cccc(c23)N1C
 : 1, 6, 1, 14, 3, 3, -8, 1.1, 0.5, 0.9
O=C(/C=C/c1ccco1)N1CCN(c2ccccc2)CC1
 : 1, 18, 0.9, 9, 2, -5, -23, 0.9, 0.9, 0.8
COc1ccc(CNC(=O)CN(C2CCCCC2)S(C)(=O)=O)cc1
 : 1, 5, 1, 3, 3, -1, -11, 1, 1, 0.9
CCOC(=O)N1CCc2c(sc(NC(=O)CN3CCOCC3)c2C(=O)Nc2ccccc2)C1
 : 1, 5, 1.1, 8, 0, 2, 6, 1.1, 1, 1
CCc1cccc(NC(=O)CN(C)S(=O)(=O)c2cccc3nsnc23)c1
 : 1, 6, 1.1, 0, -2, -8, -8, 1, 1.1, 0.9
O=S(=O)(NCC1NCCc2ccccc21)c1ccccc1 (configuration not stated)
 : 1.1, 2, 1.1, 8, -6, 5, 1, 0.9, 1, 1
Cc1ccc(NC(=O)CSc2nnc(-c3cccs3)o2)cc1S(=O)(=O)N1CCCCC1
 : 1, 11, 1, 3, -3, 0, -28, 1, 0.9, 0.9
COc1cccc(CNC2CCCC2)c1
 : 1, 5, 1, 1, -3, -2, -14, 1.1, 1.1, 0.9
Cc1cc(C)nc(NS(=O)(=O)c2ccc(NC(=O)C3(c4ccc([N+](=O)[O-])cc4)CCCC3)cc2)n1
 : 1, 11, 1, 16, 4, 0, -25, 0.9, 0.9, 0.9
O=C(c1cc2nc(C3CC3)cc(C(F)F)n2n1)N1CCOCC1
 : 1.1, 1, 1, 12, -5, -2, -5, 1, 0.9, 1
CCCCN(C(=O)c1ccco1)c1nnc(-c2cc(OC)c(OC)c(OC)c2)s1
 : 1.1, -3, 0.9, 13, -9, -2, -12, 1, 1, 1
Cc1nn(-c2ccccc2)c(C)c1[N+](=O)[O-]
 : 1, 13, 1.1, 1, -4, -4, -16, 0.9, 1, 0.9
O=S(=O)(NCC(Nc1ccccc1)c1ccccc1)c1ccc(Cl)cc1 (configuration not stated)
 : 1, 20, 1, 13, -2, -2, -14, 0.8, 0.6, 0.8
CCc1ccc(OCC(=O)NC(=S)Nc2cccc(CO)c2)c(Br)c1
 : 1, 20, 0.8, -2, -4, 0, -1, 0.9, 0.9, 0.8
COc1ccc(C(C)(C)C)cc1NC(=O)c1c(C)noc1C
 : 1, 7, 1.1, -4, -1, -3, -6, 1, 1, 0.9
CCNc1sc(C(=O)OCC)c(N)c1C#N
 : 1, -3, 1.1, 4, -4, -1, -4, 1.2, 1.2, 1
O=C1/C(=C/N(C(=O)c2ccco2)c2ccc(Cl)cc2)Sc2ccccc21
 : 1, 6, 0.1, -4, 5, 3, -8, 1, 1.1, 0.9
O=C(Nc1ccc(Oc2cccnc2)cc1)c1ccc([N+](=O)[O-])cc1
 : 1, -17, 1, 5, -2, 4, -3, 1.1, 1.1, 1.2
CCCNc1nc2c(c(=O)n(C)c(=O)n2C)n1CCc1ccccc1
 : 1.1, 24, 1.1, 8, -6, 0, -9, 0.9, 0.9, 0.8

Source: PubChem BioAssay (several laboratories)
